LMNA splice mod: qHTS Assay for Modulators of Lamin A Splicing; HeLa LMNA splicing GFP/RFP minigene ratio, 48 h; Potency, µM (doses to about 46.1 µM), for the others: at the highest dose ratio change, negative = inhibition, most hits filed as inhibitors; 200,000 tested, 0.01% active; AID 1487, 2009; active = well fitted inhibition curve with a large enough effect in the signal ratio, with a control signal flat, not every such curve was filed as active; inconclusive = small, poorly fitted or top-dose-only effect, or effect the other way, or a change in a side signal; the % refers to the signal ratio; note: potency is the fitted concentration of half-maximal effect; % is set by controls: 0 for no effect and ±100 for the full control effect
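S3 HeLa cells stably expressing lamin A-EGFP splicing minigene plus DsRed2, 600 cells/well, 48 h compound exposure at 37C. Laser-scanning cytometry; analysed as GFP (500-530 nm)/RFP (575-640 nm) total intensity ratio; 0.5% DMSO vehicle.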
CBFb-RUNX1 inh: qHTS Assay for Compounds Blocking the Interaction Between CBF-beta and RUNX1 for the Treatment of Acute Myeloid Leukemia; AlphaScreen CBFb-His/RUNX1-biotin binding, biochemical; Potency, µM (doses to about 59.8 µM), for the others: at the top dose activity, negative = inhibition, actives largely listed as inhibitors; 230,000 tested, under 10 active; note: % of control where 0% means no effect
Target sequence (Q01196 whole entry, looked up): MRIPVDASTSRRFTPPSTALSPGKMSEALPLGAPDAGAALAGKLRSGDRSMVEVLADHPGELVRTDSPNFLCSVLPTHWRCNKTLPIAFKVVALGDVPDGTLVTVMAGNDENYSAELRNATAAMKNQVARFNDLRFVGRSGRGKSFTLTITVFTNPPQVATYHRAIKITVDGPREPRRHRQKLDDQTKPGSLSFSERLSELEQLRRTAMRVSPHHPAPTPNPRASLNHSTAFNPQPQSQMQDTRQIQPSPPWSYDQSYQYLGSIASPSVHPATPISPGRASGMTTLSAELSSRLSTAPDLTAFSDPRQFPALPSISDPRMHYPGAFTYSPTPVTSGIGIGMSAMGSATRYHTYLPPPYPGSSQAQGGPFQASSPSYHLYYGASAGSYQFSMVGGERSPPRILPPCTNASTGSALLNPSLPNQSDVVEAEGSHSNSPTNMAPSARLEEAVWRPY
Target sequence (Q13951 whole entry, looked up): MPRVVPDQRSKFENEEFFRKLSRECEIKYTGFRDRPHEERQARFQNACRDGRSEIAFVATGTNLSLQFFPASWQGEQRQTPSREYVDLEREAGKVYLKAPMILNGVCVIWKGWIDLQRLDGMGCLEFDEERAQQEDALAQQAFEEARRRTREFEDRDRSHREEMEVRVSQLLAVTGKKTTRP
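AlphaScreen binding: CBFb-His and RUNX1-biotin (30 nM each) preincubated 20 min, compound added for 15 min, then nickel and streptavidin beads for 90 min, all at room temperature. Disruption of the interaction by any mechanism counts as activity.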
KinaseGlo FLuc: Counterscreen for Luciferase (Kinase-Glo TM) Inhibition; Luciferin 4-monooxygenase (Photuris pensylvanica), Q27757; 200,000 tested, 0.28% active; Kinase-Glo luciferase, ATP luminescence, 8 min; AID 1379, 2008; Potency, µM (series often up to 38.3 µM), for inactives: at the top dose activity change, negative = inhibition, actives largely listed as inhibitors; note: potency is the fitted concentration of half-maximal effect; % is set by controls: 0 for no effect and ±100 for the full control effect; nearly all actives have a fitted effect of over 60% in size
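Substrate mix (final 50 mM imidazole pH 7.2, 50 mM KCl, 7 mM MgCl2, 10 uM ATP, 0.01% Tween 20, 0.05% BSA) plus pin-tool compound, then Kinase-Glo detection mix; 8 min ambient, luminescence read.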
IMPase Li inh: qHTS Assay for Identifying the Cell-Membrane Permeable IMPase Inhibitors: Potentiation with Lithium. CHO-M1 cells, IP1 TR-FRET (IP-One), carbachol + lithium. Potency, µM (doses to about 59.4 µM), without a hit: top-dose activity, negative = IMPase inhibition, most hits filed as inhibitors. 210,000 tested, 0.35% active. AID 1457, 2008;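 note: IP1 builds up when IMPase is blocked and the TR-FRET signal falls; potency is the fitted concentration of half-maximal effect; plate controls were basal vehicle for no effect and high inhibitor control for full effect; nearly all actives have a fitted effect of over 50% in size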
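IP1 accumulation measured by competitive TR-FRET in lysed CHO-M1 cells after 30 min compound exposure at 37C, with a small lithium addition to potentiate weak responses. Hill-equation AC50 from ratio and donor-channel data.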
NPSR antag: qHTS Assay for Antagonists of the Neuropeptide S Receptor: cAMP Signal Transduction | AID 1461, 2008 | 220,000 tested, 1% active | Potency, µM (highest dose often 38.3 µM), for inactives: at the highest dose activity change, negative = inhibition, most hits filed as inhibitors | Q6W5P4 | CHO-NPSR cells, cAMP TR-FRET, antagonist mode; note: potency is the fitted concentration of half-maximal effect; % is set by controls: 0 for no effect and ±100 for the full control effect; nearly all actives have a fitted effect of over 50% in size; many of its hits are not listed in these tables
GLA spleen mod: qHTS Assay for Inhibitors and Activators of Human alpha-Galactosidase From Spleen Homogenate | human spleen homogenate, 4MU-alpha-Gal fluorescence, 40 min | AID 2107, 2009 | Potency, µM (titrated, usually from 80 µM), inactives show at the highest dose activity change, negative = inhibition, hits mostly inhibitors | 240,000 tested, 0.008% active | Alpha-galactosidase A (Homo sapiens), P06280;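 note: potency is the fitted concentration of half-maximal effect; 0% = enzyme with vehicle and -100% = no enzyme basal signal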
Target sequence (P06280 32-429 limits assumed): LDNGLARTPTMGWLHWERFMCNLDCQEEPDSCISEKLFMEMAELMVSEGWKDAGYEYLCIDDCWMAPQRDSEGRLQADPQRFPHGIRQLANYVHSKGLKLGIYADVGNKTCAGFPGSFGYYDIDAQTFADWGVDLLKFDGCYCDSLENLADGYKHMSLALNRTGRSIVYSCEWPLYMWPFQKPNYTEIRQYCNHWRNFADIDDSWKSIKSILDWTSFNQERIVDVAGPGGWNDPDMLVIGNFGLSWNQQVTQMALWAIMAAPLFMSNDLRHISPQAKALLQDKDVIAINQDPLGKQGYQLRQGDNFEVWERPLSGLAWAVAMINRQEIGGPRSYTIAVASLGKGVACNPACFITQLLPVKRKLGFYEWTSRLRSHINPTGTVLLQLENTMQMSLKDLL
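Human spleen homogenate (1 ug) as enzyme source, 4-methylumbelliferyl-alpha-D-galactopyranoside 1 mM final, citrate/phosphate pH 5.0 with 0.01% Tween-20. Compounds 40 min at 37C, NaOH/glycine stop; fluorescence Ex 365/Em 440, Hill-fit AC50.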
Epigenetic derep: Quantitative High-Throughput Screen for Regulators of Epigenetic Control | murine LDR cells, GFP reporter derepression, 30 h | 280,000 tested, 0.2% active | Potency, µM (titrated, usually from 53.9 µM), inactives show at the top dose GFP activation, usual class: activators | AID 1865, 2009; note: potency is the fitted concentration of half-maximal effect; % of control where 0% means no effect; nearly all actives have a fitted effect of over 60% in size
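Reporter derepression read as number of fluorescent GFP-positive objects, 20-120 um in size, counted by laser-scanning cytometer. Mouse LDR line with an epigenetically silenced CMV-GFP locus; compound incubation 30 h, 37 C.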
Active calls of the source: *; ? = inconclusive; / = no result given; & = joins results of further samples; [ ] = remark or other dose. Unless noted, calls come from the whole dose curve; as a rule, active = well fitted curve in the direction sought with a large enough effect; inconclusive = small, poorly fitted or top-dose-only effect, or another doubt; inactive = no such curve, though single readings can be large; an effect the other way counts as inactive or inconclusive. Only part of the results is shown; count on the stated rates, not on these rows.

SMILES | LMNA splice mod | CBFb-RUNX1 inh | KinaseGlo FLuc | IMPase Li inh | NPSR antag | GLA spleen mod | Epigenetic derep
COc1ccccc1N1CCN(C(=O)c2ccc3c(=O)n(Cc4ccco4)c(=S)[nH]c3c2)CC1 | -2% | -6% | 3% | 9%[38.3 µM] | ? | -6% | -1.7%
COc1cccc(CC2(CO)CCCN(C(=O)c3cc[n+]([O-])cc3)C2)c1 (configuration not stated) | / | 7% | / | 2% | -25% | -4% | -0.2%
C/C(=N\NC(=S)NCc1ccccc1)c1ccc(Br)cc1 | -1%[46 µM] | 13% | 3% | 2% | -57% | 2% | -3.2%
COc1ccc(-n2c(SCC(=O)N3CCCC(C)C3)nnc2-c2cccnc2)cc1 (configuration not stated) | -3% | 0% | / | / | -7%[46.1 µM] | 10% | -7.2%
CCOc1ccc(-c2nnn(CC(=O)N3CCN(c4ccc(F)cc4)CC3)n2)cc1OCC | 2% | 15% | 0% | 11%[38.3 µM] | -10%[46.1 µM] | -4% | 5.1%
Cc1noc(C)c1CSc1ncnc2sc3c(c12)CCCCC3 | 3% | 0% | -1% | 20% | -33% | -9% | 0.0%
O=C(OCC(=O)C12CC3CC(CC(C3)C1)C2)c1cccnc1Cl | -1% | 6% | -2% | 1% | -5% | 6% | -0.3%
COC(=O)C1=C(C)N(Cc2ccccc2)C(=O)N[C@H]1c1cccc(C(F)(F)F)c1 | 18%[9.22 µM] | 2%[13.1 µM] | 0%[7.66 µM] | -4% | -27% | 0%[17.5 µM] | 0.4%
CCOC(=O)CSc1nc2sc(C)c(C)c2c(=O)n1C | -5% | 10% | -1% | 28%[38.3 µM] | -12%[46.1 µM] | -3% | -1.1%
Cc1cccc(C)c1OCC(O)Cn1ccnc1C (configuration not stated) | -6% | -1% | -3% | 4%[38.3 µM] | -6%[46.1 µM] | 11% | 0.2%
COc1ccccc1N1CCN(C(=O)c2ccc3c(Cl)c4c(nc3c2)CCCC4)CC1 | ? | -5%[2.36 µM] | -3% | 25% | -12% | -18% | 1.4%
CN(CCO)S(=O)(=O)c1ccc2c(c1)C(=NO)c1cc(S(=O)(=O)N(C)CCO)ccc1-2 | 14%[46 µM] | 9% | -1% | 0% | 7% | -5% | 4.2%
CC(C)(C)NC(=O)CN1CCC(O)(c2ccc3c(c2)OCO3)CC1 | -4% | 1% | -1% | -3% | -1%[46.1 µM] | -2% | 4.7%
S=C(Nc1ccccc1)Nc1nc2ccccc2n1CCOc1ccccc1 | ? | ? | 5% | 11%[38.3 µM] | -26%[46.1 µM] | -6% | ?
CC(C)c1ccc2c(c1)C1Cc3ccccc3C1N2 (configuration not stated) | ? | -14% | -1% | 9% | -31% | 4% | 1.6%
CCOC(=O)C1=C(c2ccccc2)OC(N)=C(C#N)C1C(C)C (configuration not stated) | 3% | 7% | -2% | 5%[38.3 µM] | 23%[46.1 µM] | 1% | -6.1%
CCOC(=O)C1CCN(c2c(NCCCN3CCCCC3)c(=O)c2=O)CC1 | / | 9% | / | / | 12% | -10% | -1.0%
O=C(c1ccncc1)N1CCC[C@@]2(CCN(C(c3ccccc3)c3ccccc3)C2)C1 | / | / | -2% | 20% | / | -2% | /
O=C(O)Cc1ccccc1C(=O)O | 10% | 8% | 0% | 23%[38.3 µM] | 1%[46.1 µM] | 6% | -1.1%
COc1cccc(-n2cc3c(=O)n(C)c(=O)n(C)c3c2)c1 | 9% | -24% | -4% | 2%[38.3 µM] | -9%[46.1 µM] | 0% | -1.6%
CN1C(=O)/C(=C/c2ccco2)SC1=Nc1cccc(C(=O)O)c1 | ? | -28% | 3% | -2% | -22% | -1% | -2.5%
CC1(C)C2CCC1(C)C(OC(=O)CCn1ccnc1)C2 (configuration not stated) | -2% | 3% | 1% | 3%[38.3 µM] | 9%[46.1 µM] | 0% | 0.0%
COc1ccccc1CN1C[C@@H]2C[C@@H](c3ccc(Cl)cc3)N3CCC[C@@]23C1=O | -15%[46 µM] | -10% | 0% | 22% | 50% | -10% | -1.4%
O=S(=O)(N1CCOCC1)n1cnc2ccccc21 | 6% | -2% | 0% | 25%[38.3 µM] | 3%[46.1 µM] | 1% | -2.6%
CCOC(=O)C1(C)/C(=N/Nc2ccc(S(N)(=O)=O)cc2)C(=O)C(=O)N1c1ccccc1 (configuration not stated) | -1%[46 µM] | -10% | -8% | 1% | -23% | 1% | -1.5%
CCn1c(N2CCN(C(=O)NC3CCCCC3)CC2)nc2ccccc21 | -10% | 2% | -4% | -4% | 4%[46.1 µM] | -3% | -1.0%
OC(CNCCc1ccc(Cl)cc1)COCc1ccco1 (configuration not stated) | ? | -7% | 14% | -11%[38.3 µM] | -8%[46.1 µM] | -6% | 0.7%
COc1cccc(-c2cc(C(=O)Nc3ccc(OC)c(OC)c3)no2)c1 | -5% | -2% | 0% | 8%[38.3 µM] | -19%[46.1 µM] | -13% | -2.0%
c1cncc(CNc2nc(-c3ccoc3)nc3ccccc23)c1 | -12% | / | -3% | 9% | / | 8% | 0.5%
C/C(CC(=O)Nc1cccc(C(F)(F)F)c1)=N\NC(=O)C1CCCCC1 | / | -3% | 3% | 11% | 1% | 2% | 3.2%
COCCNC(=O)CN(C(=O)CCC(=O)Nc1nccs1)c1ccccc1OC | 13% | 4% | 1% | 9%[38.3 µM] | 0%[46.1 µM] | 3% | -1.1%
C[C@H]1Cc2c(COc3ccccc3)nc3c(c2CO1)CN(C(=O)Nc1cccc(C#N)c1)CC3 | ? | 9%[13.1 µM] | -1%[7.66 µM] | -4% | / | -1%[17.5 µM] | /
Cc1ccc(C(C(=O)NC2CCCCC2)N(Cc2cccnc2)C(=O)C2COc3ccccc3O2)o1 (configuration not stated) | -1% | 2% | -8% | 20%[38.3 µM] | ? | -10% | -2.3%
Nc1ncn(C(=O)c2ccco2)n1 | -6% | 13% | -5% | 11%[38.3 µM] | 15%[46.1 µM] | 1% | -1.9%
O=C(Nc1ccc2c(c1)OCO2)N1CCN(c2ncc(C(F)(F)F)cc2Cl)CC1 | ? | 4% | -2% | 38%[activator][38.3 µM] | -24%[46.1 µM] | 7% | 2.9%
COc1ccc(Cl)cc1NS(=O)(=O)c1ccc(OC)c(OC)c1 | -14% | -2% | 4% | 20% | -4%[46.1 µM] | 0% | 0.0%
COC(=O)c1ccc(S(=O)(=O)N2CCC(C(N)=O)CC2)n1C | / | ? | / | / | 1% | 14% | 8.2%
COc1cc(-c2csc(N3CCOCC3)n2)cc(OC)c1OC | 17% | 7% | -2% | 5%[38.3 µM] | -6%[46.1 µM] | 10% | 0.7%
Cc1nc(N2CCN(C)CC2)c2c(C)c(C(=O)Nc3ccc(C)c(F)c3)sc2n1 | -10% | -4% | -1% | 56%[activator][38.3 µM] | -26%[46.1 µM] | -3% | 2.4%
c1ccc(CN2CCC3(CC2)Nc2ccccc2S3)cc1 | / | -9% | / | / | 12% | 14% | 0.9%

Two compounds picked at random from those above, as already listed:
SMILES | LMNA splice mod | CBFb-RUNX1 inh | KinaseGlo FLuc | IMPase Li inh | NPSR antag | GLA spleen mod | Epigenetic derep
O=S(=O)(N1CCOCC1)n1cnc2ccccc21 | 6% | -2% | 0% | 25%[38.3 µM] | 3%[46.1 µM] | 1% | -2.6%
c1cncc(CNc2nc(-c3ccoc3)nc3ccccc23)c1 | -12% | / | -3% | 9% | / | 8% | 0.5%

Further records
SMILES | LMNA splice mod | CBFb-RUNX1 inh | KinaseGlo FLuc | IMPase Li inh | NPSR antag | GLA spleen mod | Epigenetic derep
Cc1ccc(N2C(=S)NC3c4cc(Cl)ccc4OC2(C)C3C(=O)N(C)C)cc1 (configuration not stated) | / | -28% | / | -13% | 8% | -7% | -1.3%
CCc1nnc(NC=C2C(=O)OC(C)(C)OC2=O)s1 | -3% | 4% | -1% | -1%[38.3 µM] | 1%[46.1 µM] | -5% | 1.4%
Cc1cccc(-n2ncc3c(N4CCC5(CC4)OCCO5)ncnc32)c1 | / | 3% | / | / | -15% | 12% | 1.3%
CCOc1ccc(S(=O)(=O)N2CCN(C(=O)c3sccc3C)CC2)cc1 | ? | -3% | -1% | 17%[38.3 µM] | -6%[46.1 µM] | -4% | 0.2%
COc1cc2c(cc1OC)C(=O)OC2 | -8% | / | -3% | 0% | / | -9% | -0.1%
Cc1cccc(CSCCNC(=O)Nc2ccccc2)c1 | ? | 2% | -1% | 11% | -2% | -6% | -6.4%
CCN1CCN(CC(=O)NC2CCCCC2)C(=O)C1=O | -10% | 3% | 1% | 0% | -5%[46.1 µM] | -2% | -1.0%
CCCCC(CC)C1OCC(CN2CCCCC2)O1 (configuration not stated) | / | 20% | / | / | 10% | -5% | 0.0%
c1ncc(CC2CCNCC2)[nH]1 | / | 2% | 2% | 5%&3% | / | -2%&0% | 3.2%&1.1%
c1ccc(-c2nc3nonc3nc2-c2ccccc2)cc1 | ? | ? | -3% | 5%[38.3 µM] | -2%[46.1 µM] | -1% | 4.9%
O=C(COC(=O)c1ccc(Cl)c(S(=O)(=O)N2CCCC2)c1)NCc1cccs1 | 5%[46 µM] | -9% | -3% | 3% | 0% | -6% | 1.1%
CC1=[N+]([O-])C(N2CCOCC2)C(O)(c2ccccc2)C1 (configuration not stated) | 6% | 10% | -3% | -4%[38.3 µM] | -3%[46.1 µM] | 3% | -5.9%
Cc1cc(C)n(-c2nnc(N3CCN(c4ccccc4)CC3)nn2)n1 | 20%[46 µM] | -1% | -9% | -6% | -55% | 5% | 3.4%
O=C(Nc1cccnc1)c1cc(-c2ccco2)on1 | -2% | 3% | -9% | -5%[38.3 µM] | -1%[46.1 µM] | 11% | 0.0%
C/C(Cn1cnc([N+](=O)[O-])n1)=N\NC(=O)c1ccncc1 | -4% | 27% | 11% | -14% | 13% | 1% | 16%
COc1ccc(CCN/C=C2/CC(=O)NC2=O)cc1OC | -7% | 4% | -1% | 20%[38.3 µM] | -4%[46.1 µM] | -8% | 0.0%
CC(=O)c1ccc(NC(=S)N2CCC(Cc3ccccc3)CC2)cc1 | / | -10% | / | / | ? | 0% | 0.6%
